Assay outcomes deposited in PubChem BioAssay by Sanford-Burnham Center for Chemical Genomics.
tim10-1 inh: inhibits growth of tim10-1 mutant yeast. 2.2% of 330,000 active. AID 463190. S. cerevisiae tim10-1 ts strain growth, BacTiter-Glo, 24 h. inhibition, % at 20 µM;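 active = inhibition of at least 40%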;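 note: mutant grown at 25 °C; 0% = DMSO wells with yeast and 100% = wells holding no yeast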
Apaf1 inhib: human Apaf-1 inhibition | O14727 | reconstituted apoptosome caspase-3 activity, DEVD-Rh110 fluorescence | inhibition, % at 20 µM | 0.71% of 330,000 active; active = inhibition of at least 40% at 20 µM;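 note: plate controls were DMSO wells for no effect and DEVD-CHO caspase inhibitor wells for full effect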
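System – cell-free apoptosome with Apaf-1, procaspase-3 and caspase-9 · Buffer or medium – pH 7.5 Hepes buffer with CHAPS, BSA, DTT · Also added – cytochrome c with DEVD-Rh110 · Times – 30 min compound preincubation, 50 min activation, room temperature · Technique – Rh110 fluorescence intensity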
ATG4B inhibitor: blocks human ATG4B protease cleavage of LC3 substrate; inhibition, % at 8.33 µM; AID 504462; Q9Y4P1; ATG4B cleavage of LC3-PLA2, NBD-HPC fluorescence, 1 h; 0.51% of 340,000 active; in the data active = inhibition above about 40%
Target sequence (Q9Y4P1 whole entry, looked up): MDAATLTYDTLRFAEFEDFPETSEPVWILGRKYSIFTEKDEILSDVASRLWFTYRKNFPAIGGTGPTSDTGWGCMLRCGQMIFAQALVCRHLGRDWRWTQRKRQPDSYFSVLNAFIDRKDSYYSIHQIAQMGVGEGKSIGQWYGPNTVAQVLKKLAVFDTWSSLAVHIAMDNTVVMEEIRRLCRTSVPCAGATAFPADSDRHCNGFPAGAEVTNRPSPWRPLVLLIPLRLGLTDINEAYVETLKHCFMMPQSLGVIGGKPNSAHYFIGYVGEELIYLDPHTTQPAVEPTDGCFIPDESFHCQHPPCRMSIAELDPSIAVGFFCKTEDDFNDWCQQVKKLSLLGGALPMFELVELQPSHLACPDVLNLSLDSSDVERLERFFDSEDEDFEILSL
TIM10 inh: inhibits growth of TIM10 yeast strain; inhibition, % at 10 µM; S. cerevisiae TIM10 strain growth, BacTiter-Glo luminescence, 24 h; AID 463195; 1.4% of 330,000 active;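 active = inhibition of 40% or more at the single tested concentration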;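 note: wild-type TIM10 isogenic control strain grown at permissive 25 °C; 0% = DMSO yeast wells and 100% = minimal medium wells without yeast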
hIAP act: human IAP activation | purified human IAP, CDP-Star luminescence, 30 min; active compounds read high; 1 = vehicle-only enzyme, 0 = enzyme-free background | 0.16% of 330,000 active | AID 2524 | P09923 | activation factor at 10 µM;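 active = activation factor of the enzyme at least 2-fold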; note: the source names both 10 and 20 µM as test concentration; values of inactives mirror those of a sister screen read the other way
Target sequence (P09923 whole entry, looked up): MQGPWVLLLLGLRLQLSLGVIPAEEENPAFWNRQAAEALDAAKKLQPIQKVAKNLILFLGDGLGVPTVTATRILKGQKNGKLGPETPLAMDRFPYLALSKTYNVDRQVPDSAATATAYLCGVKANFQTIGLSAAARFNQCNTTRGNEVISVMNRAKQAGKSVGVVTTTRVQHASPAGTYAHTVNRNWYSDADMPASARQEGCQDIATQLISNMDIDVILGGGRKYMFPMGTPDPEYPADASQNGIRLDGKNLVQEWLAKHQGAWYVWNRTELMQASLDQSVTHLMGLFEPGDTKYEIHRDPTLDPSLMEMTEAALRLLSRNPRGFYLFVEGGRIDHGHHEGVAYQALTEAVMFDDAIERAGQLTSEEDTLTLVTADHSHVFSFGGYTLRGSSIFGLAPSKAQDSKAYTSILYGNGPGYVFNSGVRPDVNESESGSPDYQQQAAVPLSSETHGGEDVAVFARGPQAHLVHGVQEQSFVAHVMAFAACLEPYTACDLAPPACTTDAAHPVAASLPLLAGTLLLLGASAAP
NLRP3 yeast inh: NALP3 inhibition in yeast. Yeast reconstituted NLRP3/ASC/caspase-1, beta-gal luminescence, 24 h. inhibition, % at 10 µM. 0.39% of 330,000 active;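 active = inhibition of 50% or more; inactive = inhibition below 50%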;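 note: plate controls were induced DMSO wells for no effect and uninduced yeast grown without galactose for full effect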
hIAP inh: human IAP inhibition. 0.12% of 330,000 active. purified IAP, CDP-Star luminescence, 30 min. P09923. inhibition, % at 10 µM. AID 2544;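 active = inhibition reaching a set limit with compound at 10 µM in the primary screen, cut at about 35% in these data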;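 note: plate controls were DMSO wells with enzyme for no effect and no-enzyme buffer wells for full effect; values of inactives mirror those of a sister screen read the other way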
mIAP block: mouse IAP inhibition. AID 2806. inhibition, % at 10 µM. 0.2% of 330,000 active. purified mouse IAP, CDP-Star luminescence, 30 min;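 active = inhibition of at least 40% at 10 µM in the primary screen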;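 note: plate controls were DMSO with enzyme for no effect and no enzyme wells for full effect; values of inactives mirror those of a sister screen read the other way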
mIAP act: increases mouse intestinal alkaline phosphatase activity; muIAP, CDP-Star luminescence, 30 min; active compounds read high; 1 = vehicle-only enzyme signal, 0 = enzyme-free wells; activation factor at 10 µM; 0.24% of 330,000 active; AID 2805;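 active = activation factor of at least 2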; note: the source names both 10 and 20 µM as test concentration; values of inactives mirror those of a sister screen read the other way
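also added = chemiluminescent substrate CDP-Star | test system = mouse IAP enzyme | signal = chemiluminescence readout | compound = DMSO-dissolved test compounds | incubation = 30 min at room temperature | benchmarks = DMSO wells, no-enzyme wells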
Active calls of the source: *.

SMILES	tim10-1 inh	Apaf1 inhib	ATG4B inhibitor	TIM10 inh	hIAP act	NLRP3 yeast inh	hIAP inh	mIAP block	mIAP act
O=C(COC(=O)c1c(F)cccc1F)NCCNC(=O)COC(=O)c1c(F)cccc1F	-14.6	-5.5	-7.7	-7.8	0.999	2.2	0.1	6.6	0.934
CCOCCCNc1nc2c(-c3ccccc3)nnn2c2ccccc12	-14.6	9.0	-5.9	1.3	0.978	10.7	2.2	-21.4	1.21
COC(=O)C1=C(C(=O)OC)C(c2ccc(OC)c(OC)c2)c2sc(=O)[nH]c2S1 (stereo not given)	28.3	6.9	-11.3	-1.2	1.12	5.1	-12.0	-2.2	1.02
COc1ccc2oc(C(=O)OCC(=O)NCc3ccc(OC)c(OC)c3)c(C)c2c1	-0.9	4.7	-6.6	-4.8	1.03	3.8	-3.5	4.4	0.956
O=C(C1CCN(S(=O)(=O)c2cccc3cccnc23)CC1)N1CCN(c2ccccc2)CC1	10.9	20.5	-13.4	7.7	1.12	5.9	-12.1	-2.2	1.02
CCOc1ccc(S(=O)(=O)N2CCN(C(=S)NCc3ccco3)CC2)cc1	19.4	-1.1	27.1	7.8	1.05	28.0	-5.0	6.2	0.938
CCOC(=O)N1CCC(=NNC(N)=O)CC1	6.3	1.9	2.8	15.7	0.934	-4.2	6.6	0.2	0.998
CCCCNC(=O)N1CCN(C/C=C/c2ccccc2)CC1	2.5	-8.0	-1.0	-8.2	0.957	6.1	4.3	2.5	0.975
O=C(COC(=O)c1ccc(Br)o1)NC1CCCCC1	18.0	3.7	-0.4	9.4	1.06	3.0	-5.7	-16.1	1.16
CCOC(=O)c1c(C(=O)OCC)c(C)n(N2C(=O)CSC2=S)c1C	7.1	11.2	-0.4	4.4	1.14	-7.5	-14.2	13.9	0.861
COc1ccc(F)cc1S(=O)(=O)NCc1ccccc1	18.3	-0.4	-5.0	2.2	1.09	12.6	-9.6	0.1	0.999
COc1ccc(C2=C(Nc3ccc(C)cc3)c3ccccc3C2=O)cc1	27.8	4.8	6.5	-5.0	0.954	10.6	4.6	12.4	0.876
O=C(NCc1ccc(F)c(F)c1)C1CCC(=O)N(CC2CCCCC2)C1 (stereo not given)	-3.4	-2.5	7.6	-11.1	1.26	5.2	-26.5	4.2	0.958
CCOC(=O)c1cc2c(C)n(-c3ccc(C)cc3)c(C)c2ccc1=O	32.4	15.2	2.2	17.1	0.887	12.2	11.3	2.1	0.979
CN(CC(=O)Nc1ccccc1C(=O)Nc1ccccc1)C1CCCCC1	8.7	16.0	-13.7	6.5	1.08	11.3	-8.1	-8.6	1.09
C[C@H](NS(=O)(=O)c1ccc(Cl)cc1)C(=O)OCC(=O)c1ccc[nH]1	-12.7	1.1	-4.0	-15.5	1.1	6.0	-10.2	-1.7	1.02
CCN(C[C@H]1N[C@@](C)(C(=O)OC)[C@H]2C(=O)N(Cc3ccccc3)C(=O)[C@@H]12)S(=O)(=O)c1ccc(OC)cc1	-7.6	-3.7	-5.9	2.6	0.872	6.9	12.7	-0.9	1.01
O=C(COC(=O)c1ccc[n+]([O-])c1)Nc1ccc([N+](=O)[O-])cc1Cl	-8.8	-4.8	-4.9	-2.4	1.03	-6.2	-2.7	0.1	0.999
COc1cccc(-n2nc(C(=O)N3CC(C)CC(C)C3)c3ccccc3c2=O)c1 (stereo not given)	31.6	-4.8	4.7	16.8	0.974	8.1	2.6	4.4	0.956
Cc1ncsc1CCOC(=O)c1cccnc1	7.9	-24.4	-4.5	15.4	1.05	8.4	-5.0	5.0	0.95

Reprinted at random: 3 records from the list, in no set order.
SMILES	tim10-1 inh	Apaf1 inhib	ATG4B inhibitor	TIM10 inh	hIAP act	NLRP3 yeast inh	hIAP inh	mIAP block	mIAP act
Cc1ncsc1CCOC(=O)c1cccnc1	7.9	-24.4	-4.5	15.4	1.05	8.4	-5.0	5.0	0.95
COC(=O)C1=C(C(=O)OC)C(c2ccc(OC)c(OC)c2)c2sc(=O)[nH]c2S1 (stereo not given)	28.3	6.9	-11.3	-1.2	1.12	5.1	-12.0	-2.2	1.02
O=C(C1CCN(S(=O)(=O)c2cccc3cccnc23)CC1)N1CCN(c2ccccc2)CC1	10.9	20.5	-13.4	7.7	1.12	5.9	-12.1	-2.2	1.02

(more compounds)
SMILES	tim10-1 inh	Apaf1 inhib	ATG4B inhibitor	TIM10 inh	hIAP act	NLRP3 yeast inh	hIAP inh	mIAP block	mIAP act
Cc1nn(-c2ccccc2)c(Cl)c1C(=O)OCC(=O)NCCc1ccccc1	25.0	18.7	-2.4	3.7	1.01	8.0	-1.3	-6.6	1.07
O=C(Nc1ccccc1-c1ccccc1)c1cccc(C(F)(F)F)c1	10.3	8.5	16.9	20.2	1.05	-10.1	-5.2	-5.9	1.06
CN1CCN(S(=O)(=O)c2cccc(C(=O)Nc3cccc(S(N)(=O)=O)c3)c2)CC1	-23.3	3.3	-1.4	-12.7	1.07	7.5	-7.3	-6.0	1.06
Cc1ccc(NC(=O)CCCC(=O)OC(C)C(=O)c2ccccc2)cc1 (stereo not given)	14.1	3.7	-13.8	19.7	1.06	16.5	-5.8	2.9	0.971
Cc1ccc2occ(/C=N/NC(=O)c3ccc(Cl)cc3)c(=O)c2c1	18.9	13.0	-0.5	5.6	1.4	10.5	-39.5	8.6	0.914
Cc1ccc2cc(S(=O)(=O)NCCCC(=O)O)ccc2c1	-2.1	-0.6	-1.8	-0.6	1.22	6.3	-21.7	-5.8	1.06
O=C(N/C=C/c1ccc(Cl)cc1)NCc1ccc(Cl)cc1	12.0	10.6	8.8	4.9	0.789	16.4	21.1	-64.3	1.64
Cc1c(Br)c(C(=O)NCc2cc3cc(Cl)ccc3[nH]2)nn1C	29.9	20.4	37.2	25.3	0.981	6.8	1.9	1.9	0.981
COc1ccc(-c2nc(S(=O)(=O)c3ccc(C)cc3)c(N3CCCC3)o2)cc1	-0.8	3.8	-3.4	1.9	1.56	8.7	-56.0	-2.8	1.03
COc1cccc(C(=O)N(Cc2cc3cc(C)ccc3[nH]c2=O)CC2CCCO2)c1 (stereo not given)	11.2	13.5	0.9	7.8	0.944	9.7	5.6	-0.6	1.01
O=C(O)Cn1ccnc1	4.6	-1.5	-5.5	-10.0	0.775	2.9	22.5	22.4	0.776
CCC1(c2ccc(F)cc2)NC(=O)N(CC(=O)Nc2ccc(C)c(S(=O)(=O)N3CCOCC3)c2)C1=O (stereo not given)	5.2	9.8	-3.3	-11.3	1.02	-6.4	-1.6	-21.2	1.21
O=C(NNC(=S)NC1CCCCC1)c1ccc(Cl)s1	18.1	17.8	4.4	20.5	1.6	13.8	-60.4	-3.6	1.04
O=C(c1cccn2c(=O)c3ccccc3nc12)N1CCN(c2ccccn2)CC1	17.5	-6.0	4.9	4.3	0.857	-12.0	14.3	-1.3	1.01
CN(C)Cc1c(O)c(Cl)cc2c3c(c(=O)oc12)CCCC3	27.5	15.5	34.6	15.7	1.09	-1.7	-8.7	-10.2	1.1
O=C(NC1=NCCS1)c1sc2ccccc2c1Cl	35.7	-6.7	-8.4	46.1*	1.15	51.5*	-14.6	8.1	0.919
O=C(NCCOc1ccccc1)c1cccc2c1C(=O)c1ccc(Cl)cc1S2(=O)=O	5.4	10.7	-31.0	3.2	0.979	2.0	2.1	6.1	0.939
Cc1ccc(C(=O)COC(=O)CCc2ccc(S(=O)(=O)N3CCCCC3)cc2)cc1	7.1	12.5	5.9	-8.7	0.965	17.6	3.5	1.2	0.988
CCOc1ccc(-c2c(C(=O)N/N=C/c3c[nH]c4ccccc34)nnn2-c2nonc2N)cc1	6.0	17.3	-9.3	4.6	0.944	-4.4	5.6	-0.2	1
Cc1ccnc(SCC(=O)N2CCN(c3ccccc3)CC2)n1	14.7	-0.3	-7.5	6.3	1.64	-10.5	-63.5	-6.1	1.06
Cc1ccc(C(C(=O)NC(C)(C)C)N(Cc2ccc3c(c2)OCO3)C(=O)c2ccc(CN3CCOCC3)o2)o1 (stereo not given)	10.5	-0.9	-1.0	4.7	0.986	13.5	1.4	0.5	0.995
COc1ccc(C(=O)Nc2cc(OC)c(Cl)cc2OC)cc1	9.7	-8.7	-11.1	16.3	0.968	25.9	3.2	8.6	0.914
CC(C)Sc1nc2ccccc2c(=O)[nH]1	4.5	-3.8	-2.6	-2.9	1.16	-12.7	-16.4	8.8	0.912
COC(=O)C1(C(F)(F)F)N=C2Sc3ccccc3N2C(N2CCOCC2)=N1 (stereo not given)	1.7	-2.1	-8.7	1.7	0.871	9.2	12.9	-2.5	1.02
Cc1cccc(CNS(=O)(=O)c2csc(C(N)=O)c2)c1	3.1	9.4	-1.8	9.5	0.891	21.8	10.9	-7.0	1.07
Cc1cc(C)n(-c2nc(SCC(=O)N3CCCC3)c3c4c(sc3n2)CCCC4)n1	52.2*	43.6*	15.7	47.4*	1.16	11.3	-15.7	0.0	1
CCCCNC(=O)C1CCN(Cc2ccc(OCc3ccccc3)c(OC)c2)CC1	-10.4	2.6	-0.6	6.7	0.765	22.6	23.5	-18.7	1.19
CCOC(=O)c1c(NC(=O)c2cc3n(n2)C(C(F)(F)F)CC(c2cccs2)N3)sc(C)c1C (stereo not given)	-6.3	-4.9	5.4	5.3	0.834	7.8	16.6	-7.9	1.08
Cc1ccc(N2CC(NC(=O)C(=O)c3c[nH]c4ccccc34)CC2=O)cc1C (stereo not given)	-8.9	2.8	1.0	0.3	1.05	20.4	-5.3	5.8	0.942
CCCOC(=O)C1=C(C)N(C)C(=O)NC1c1cc2c(cc1[N+](=O)[O-])OCO2 (stereo not given)	-8.6	21.2	7.0	-16.4	0.854	-26.6	14.6	-8.2	1.08
O=C(COC(=O)[C@@H]1CCCN1C(=O)c1cccs1)Nc1cccc([N+](=O)[O-])c1	2.3	3.5	-8.1	-7.2	0.963	23.5	3.7	-1.7	1.02
COc1ccc(S(=O)(=O)N2CCCCCC2)cc1NC(=O)CN1C(=O)CNC1=O	11.9	-4.0	-1.9	-3.5	1.05	-15.0	-4.8	-6.4	1.06
CCn1cc(C(=O)NCCCOC(C)C)c(=O)c2cc(S(=O)(=O)N3CCC(C)CC3)ccc21	5.0	7.7	-4.4	12.4	0.991	10.2	0.9	11.2	0.888
COc1ccc(NC(=O)CN(C)C(=O)c2cccc(S(=O)(=O)N3CCN(C)CC3)c2)cc1	-7.6	-2.4	-2.8	-6.6	1.06	4.2	-6.5	1.3	0.987
CC1CN(S(=O)(=O)c2cccc(C(=O)OCc3cc(=O)oc4cc(O)ccc34)c2)CC(C)O1 (stereo not given)	19.9	1.8	-17.5	14.2	0.829	8.8	17.1	-1.9	1.02
O=C(NCc1ccccc1)C1=C[C@H](c2ccc(Br)cc2)C[C@H](OCCCCO)O1	11.2	6.2	6.6	10.6	1.05	1.0	-5.1	12.0	0.88
O=C(c1ccccc1OCc1ccc(Cl)cc1)N1CCN(c2ccccn2)CC1	26.4	27.4	4.1	1.5	1.02	28.8	-2.3	-3.9	1.04
CC(C)(C)n1nnc(CCc2nnn(C(C)(C)C)n2)n1	-1.7	-6.3	-6.4	-12.1	0.943	6.6	5.7	-5.0	1.05
CCN(CC)CCNC(=O)c1ccc(Cl)c(S(=O)(=O)N2CCCCCC2)c1	-4.1	5.7	-2.6	5.7	0.769	6.3	23.1	8.1	0.919
Cc1ccc2[nH]c(C(=O)O)c(NC(=O)[C@@H]3C[C@@H]3c3ccccc3)c2c1	4.4	-2.2	-7.1	20.2	0.983	-0.5	1.7	0.3	0.997

Compounds were not picked by outcome. About 4.5% of those tested had a hit in this group.
